TPT1 inhibitor – blocks Candida albicans tRNA 2'-phosphotransferase; inhibition, % at 5 µM; hit rate 0.81% among 300,000; recombinant caTPT1, FP RNA substrate dephosphorylation;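 active means inhibition above the mean of all tested compounds plus 3 SD, set per screening campaign, cut at about 24% in these data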;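 further: plate controls were DMSO alone for no effect and ferristatin control at 100 nM for full effect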
CTSL1 counter – blocks F. hepatica cathepsin L1 in PFM18AAP counter-screen; recombinant F. hepatica cathepsin L1, Z-Leu-Arg-MCA fluorescence; inhibition, % at 5.96 µM; hit rate 0.49% among 300,000; AID 1906;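 active means inhibition above the mean of all tested compounds plus 3 SD, set per screening campaign, cut at about 17% in these data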;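 further: 0% = plate median of test compound wells and 100% = 1 µM Z-Phe-Ala-diazomethylketone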
EBNA-1 inhibitor – blocks EBNA-1 binding to DNA | EBNA-1 DNA binding, fluorescence polarization | inhibition, % at 14.8 µM | hit rate 0.34% among 300,000 | AID 1950; in the data active means inhibition above about 28%
PP5 primary – inhibitors of human protein phosphatase 5 (PP5) | P53041 | purified PP5c, OMFP substrate fluorescence | inhibition, % at 6.7 µM | hit rate 0.18% among 320,000 | AID 1987;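 active means inhibition above the campaign's mean inhibition across all tested compounds plus 3 SD, cut at about 9.5% in these data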;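 further: 0% = DMSO only and 100% = 100 µM cantharidin control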
Efflux pump mplx – antifungal efflux pump inhibition, Nile Red retention | hit rate 0.44% among 330,000 | inhibition, % at 10 µM | S. cerevisiae Candida pump triplex;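 active means plate passing quality check with inhibition over a set limit, or well fluorescence over plate mean plus 4 SD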;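 further: Nile Red retained in pooled yeast measured as flow cytometry median fluorescence; 0% = buffer negative control and 100% = Enniatin B positive control; higher means more Nile Red kept so more efflux inhibition; some compounds called inactive have numbers as strong as hits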
core dimer inh – blocks dimerization of HCV core protein; AID 1899; hit rate 0.33% among 300,000; inhibition, % at 5 µM; TR-FRET GST/Flag-core106 dimerization, 1536-well;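 active means inhibition above the mean of all tested compounds plus 3 SD, set per screening campaign, cut at about 45% in these data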
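Assay system: tagged HCV core106 pair (GST and Flag); medium: KF-containing HEPES buffer, pH 7.45, DTT, CHAPS, BSA; also added: Eu donor and XL665 acceptor anti-tag antibodies; dosing: 5 µM single dose; timing: compound-protein-antibody incubation 4 h at 22.5 °C; signal: TR-FRET 671 and 617 nm emission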
PREPL inh – inhibitors of human prolyl oligopeptidase-like enzyme PREPL; inhibition, % at 5.96 µM; recombinant PREPL, fluorescence polarization activity-based probe; hit rate 0.68% among 320,000; in the data active means inhibition above about 43%;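 further: 0% = enzyme with DMSO and 100% = wells lacking enzyme; many of its hits are not listed in these tables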
Target sequence (Q4J6C6 whole entry, looked up): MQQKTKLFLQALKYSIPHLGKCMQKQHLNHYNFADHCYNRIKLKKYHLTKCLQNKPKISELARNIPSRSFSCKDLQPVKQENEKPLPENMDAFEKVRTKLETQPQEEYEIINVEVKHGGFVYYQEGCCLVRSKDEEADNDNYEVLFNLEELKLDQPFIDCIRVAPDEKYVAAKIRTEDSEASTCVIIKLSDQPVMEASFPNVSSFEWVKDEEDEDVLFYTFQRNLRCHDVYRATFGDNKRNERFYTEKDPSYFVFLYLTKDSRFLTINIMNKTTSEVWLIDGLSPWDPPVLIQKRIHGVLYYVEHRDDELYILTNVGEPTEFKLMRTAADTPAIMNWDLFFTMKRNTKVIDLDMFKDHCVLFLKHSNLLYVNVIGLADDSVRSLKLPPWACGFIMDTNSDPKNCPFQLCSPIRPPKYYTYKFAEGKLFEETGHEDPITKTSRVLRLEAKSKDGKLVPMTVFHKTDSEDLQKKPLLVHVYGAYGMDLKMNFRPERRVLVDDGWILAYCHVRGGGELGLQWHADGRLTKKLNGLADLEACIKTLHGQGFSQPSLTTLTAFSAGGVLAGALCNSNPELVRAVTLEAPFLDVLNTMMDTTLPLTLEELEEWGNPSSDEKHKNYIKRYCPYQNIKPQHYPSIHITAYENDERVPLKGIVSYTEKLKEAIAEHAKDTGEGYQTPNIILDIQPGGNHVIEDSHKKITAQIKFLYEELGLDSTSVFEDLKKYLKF
ZTA counter – counter-screen for EBNA-1 inhibitors: inhibitors of Epstein-Barr virus ZTA; P03206; ZTA-DNA binding, fluorescence polarization; hit rate 0.15% among 320,000; inhibition, % at 11 µM; in the data active means inhibition above about 33%
Target sequence (P03206 whole entry, looked up): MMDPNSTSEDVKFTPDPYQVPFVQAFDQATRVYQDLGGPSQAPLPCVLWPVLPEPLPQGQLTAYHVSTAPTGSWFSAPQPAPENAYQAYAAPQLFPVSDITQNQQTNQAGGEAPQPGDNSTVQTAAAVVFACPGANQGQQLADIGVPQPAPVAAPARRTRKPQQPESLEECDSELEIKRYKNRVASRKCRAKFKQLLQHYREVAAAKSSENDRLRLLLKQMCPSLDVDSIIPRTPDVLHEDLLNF
PP1 counter – blocks human PP1-alpha phosphatase, a PP5 counter-screen; purified PP1alpha, OMFP fluorescence; P62136; inhibition, % at 6.7 µM; hit rate 0.9% among 320,000; AID 2235;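 active means inhibition above the mean inhibition of all tested compounds plus 3 SD, computed separately for each screening campaign, cut at about 15% in these data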
An asterisk follows results filed as active; x = no result given. An excerpt; the hit share may differ from the screen's.

SMILES	TPT1 inhibitor	CTSL1 counter	EBNA-1 inhibitor	PP5 primary	Efflux pump mplx	core dimer inh	PREPL inh	ZTA counter	PP1 counter
C/C(=N/OC(=O)N(C)C)c1ncc(C(F)(F)F)cc1N1CCOCC1	0.4	-2.0	0.8	0.2	0.0	-3.2	8.2	7.7	-3.1
CCN(CC)CCOC(=O)c1ccc(N=Cc2c(O)[nH]c(=O)[nH]c2=O)cc1	60.3*	3.9	-7.2	-0.8	0.0	-2.4	1.5	0.9	-0.6
O=C(Cn1cnc2sc3c(c2c1=O)CCCC3)NCCC(=O)N1CCC2(CC1)OCCO2	1.2	-3.0	11.2	0.9	0.0	2.2	0.7	-8.6	-2.0
COCCOC(=O)c1c(N)n(Cc2ccc(OC)cc2)c2nc3ccccc3nc12	-0.9	1.8	4.8	3.0	0.1	9.3	-2.4	2.6	1.8
Cc1cccc(N2C(=O)NC(=O)C3(Cc4cc(C)ccc4N(C)C3)C2=O)c1 (centres undefined)	-6.6	0.3	-10.1	0.0	-0.1	9.0	5.4	4.2	0.1
Cc1nn(Cc2ccccc2)c(C)c1C(=O)OCC(=O)Nc1cc(S(C)(=O)=O)ccc1Cl	-1.8	-21.6	-18.5	0.7	0.0	1.4	-4.4	-2.8	-5.9
COC(=O)C1=C(c2cccc(OC)c2OC)C[C@@H]2CC[C@H]1N2C(=O)NCC1CC1	-1.8	-0.2	6.8	0.9	x	8.3	-0.4	2.9	-2.2
N#CC(C#N)=C(N)c1cccnc1	3.5	-4.2	-8.8	2.5	0.4	-0.8	8.7	-0.2	1.2
COc1cc(C[C@@H](C)N)c(OC)cc1I	-2.6	-2.2	0.6	2.1	0.2	-6.6	0.2	-14.2	0.9
O=C(Nc1nccs1)c1c(O)c2c(n(Cc3ccco3)c1=O)CCCC2	2.4	1.4	-16.0	1.7	0.3	8.4	12.8	-8.7	-0.2
COc1ccc(CN2CCN(c3ccccc3F)CC2)cc1O	5.9	3.2	-11.7	-5.0	-0.2	-10.4	5.6	-4.2	-3.8
CCN(CC)c1ccc(N=Cc2c(O)n(-c3ccccc3)c(=O)[nH]c2=O)cc1	39.4*	1.2	10.4	-1.3	0.0	5.5	16.2	37.9*	-3.3
Cc1ccc(C(c2nnnn2Cc2ccccc2)N2CC=C(c3ccc(F)cc3)CC2)cc1 (centres undefined)	0.0	-0.1	-2.2	2.4	0.2	10.0	28.4	-5.2	-2.1
COc1cc(OC)c(C=O)c(OC(=O)N(C)C)c1	-3.6	27.6*	-12.9	-0.9	0.0	-0.5	1.5	0.8	2.2
CCN(CC)C(=O)c1ccc2c(c1)C1C(Cl)C(Sc3ccccc3[N+](=O)[O-])CC1C(C(=O)O)N2 (centres undefined)	-3.4	-1.3	16.6	1.1	0.0	20.3	38.6	54.5*	19.4*
CCOC(=O)C1=C(N)OC2=C(C(=O)CCC2)[C@]12C(=O)N(CC(N)=O)c1ccccc12	0.8	1.2	2.5	0.6	-0.2	1.4	-4.8	1.0	2.2
COC(=O)C1=C(c2ccc(S(C)(=O)=O)cc2)C[C@@H]2CC[C@H]1N2C(=O)NCc1ccc(C(F)(F)F)cc1	-3.1	-0.7	1.1	-0.7	-0.2	-6.3	17.0	9.5	-5.2
C=CC[C@@H](C)CC(=O)C(CCCN=[N+]=[N-])SOOc1ccccc1 (some centres undefined)	1.5	2.0	-1.3	5.1	0.3	-3.1	-17.5	10.5	1.8
CCc1nn(CC(=O)N2CCC3(CC2)OCCO3)c(=O)c2cc3ccccc3n12	0.8	-3.3	-0.6	2.6	-0.2	-5.2	2.1	-21.0	-2.2
COC(=O)C1=C(c2cccc(C#N)c2)C[C@@H]2CC[C@H]1N2C(=O)NCCCOC(C)C	x	x	x	0.0	0.1	x	4.8	17.8	-13.5
Cc1ccc(-c2nc(CS(=O)CC(=O)N3CCC4(CC3)OCCO4)c(C)o2)cc1 (centres undefined)	1.6	0.1	-11.7	1.0	-0.1	-2.4	5.4	-8.1	-2.2
COP(=O)(OC)C(NC(=O)C(C)(C)C)=C(Cl)Cl	0.3	0.6	-7.6	-1.7	0.2	-6.2	10.3	8.8	1.4
CN(C)C(=O)Oc1ccc2ccccc2c1Cl	-3.2	1.7	6.5	-1.5	-0.1	-3.7	5.5	-3.5	-0.3
CCCCP(=O)(O)CCC(=O)O	-2.7	3.6	2.6	-3.3	-0.1	-1.0	34.3	-11.0	-2.9
COc1cccc(C(=O)C2CN(C)CC2c2ccc(Cl)cc2)c1 (centres undefined)	-3.2	0.2	4.7	1.9	0.0	-3.2	-39.4	-13.8	-4.5
CCOc1ccc(N=Cc2c(O)n(-c3ccc(C)c(C)c3)c(=O)[nH]c2=O)cc1	-0.9	5.2	-9.8	-2.2	0.0	-1.2	11.5	-11.7	1.7
CCN1CCC2(CC1)NC(=O)c1ccccc1O2	-1.3	-0.3	2.4	1.3	-0.1	-3.6	-7.5	1.5	-2.9
O=C1/C(=C\c2cccnc2)N2CCC1CC2	1.1	-1.5	6.6	-0.1	-0.1	1.5	-1.1	-3.4	-6.0
C=CCn1c(O)c(C(CC)=NCCN2CCN(C(=S)NC)CC2)c(=O)[nH]c1=O	-3.8	-5.2	-7.0	1.2	0.0	1.6	-10.8	-8.8	-5.4
COc1ccc(CCNCc2ccsc2)cc1OC	1.4	1.9	-23.2	2.5	0.3	-3.8	-5.0	-14.7	-3.3
COP(=S)(OC)SCN1C(=O)c2ccccc2C1=O	3.4	-8.7	1.7	2.9	0.6	1.3	-1.8	-2.3	0.5
c1ccc(CCNCc2ccccc2)cc1	1.5	2.1	3.2	-2.7	-0.1	2.6	-13.5	7.5	-1.3
O=c1[nH]c(=O)n(C2CCCCC2)c(O)c1C=Nc1ccc(N2CCOCC2)cc1	2.2	-1.6	-0.9	1.8	0.5	-3.1	4.2	-9.2	0.0
C[N+]1(CC2COC(c3ccco3)O2)CCCCC1 (centres undefined)	-2.8	-3.0	-6.7	-0.8	0.0	0.3	-1.0	6.1	-0.1
COC(=O)C1=C(c2ccc(S(C)(=O)=O)cc2)C[C@@H]2CC[C@H]1N2C(=O)NC1CC1	-0.4	-0.2	-0.7	2.8	0.0	0.5	8.6	-11.4	-0.9
COC(=O)C1=C(c2ccc(F)cc2OCc2ccccc2)C[C@@H]2CC[C@H]1N2C(=O)NCc1ccccc1OC	x	x	x	2.4	0.0	x	8.9	-9.9	8.7
O=[N+]([O-])c1ccc(N2CCCCCC2)c2ncccc12	5.7	1.3	1.5	-0.5	-0.1	-2.3	10.3	-4.2	1.3
CC(C)C12CN3CCN(CC(C3)/C1=N\O)C2	-1.6	-5.1	8.2	3.2	0.0	-3.5	17.7	-16.2	0.0
O=[N+]([O-])c1ccc(N2CCCC2)c(F)c1Br	-1.1	-0.8	7.4	0.0	0.0	1.3	-3.0	2.8	-1.8
Clc1ccc(N2CCN(Cc3ccccc3Cl)CC2)cc1	0.4	1.5	-3.3	0.4	0.1	-1.6	10.1	-5.0	-1.0
CCOC(=O)c1c(C=O)c2ccccc2n1Cc1ccccc1	-2.8	0.8	-2.2	2.7	-0.3	12.7	-14.2	-0.5	-1.2
Brc1ccc(C2N3CCCN23)cc1 (centres undefined)	-1.6	3.4	5.0	0.7	0.3	0.6	6.3	1.9	-1.7
CCCCCn1c(=O)c(C(=O)NCc2ccccc2)c(O)c2ccccc21	-1.0	2.1	8.4	2.1	-0.1	1.2	0.3	2.4	-5.1
O=c1[nH]c(=O)n(-c2cccc3ccccc23)c(O)c1/C=N/N1CCCCCC1	-0.1	-0.4	-2.6	1.3	0.0	-1.6	5.7	5.2	5.5
C=CCOC(=O)COc1cc(C)cc2oc(=O)c3c(c12)CCC3	1.3	3.0	6.2	-0.6	-0.2	2.1	1.0	8.9	0.2

Entries of single compounds from above. Order of screens: TPT1 inhibitor, CTSL1 counter, EBNA-1 inhibitor, PP5 primary, Efflux pump mplx, core dimer inh, PREPL inh, ZTA counter, PP1 counter
O=[N+]([O-])c1ccc(N2CCCC2)c(F)c1Br across the screens: -1.1, -0.8, 7.4, 0.0, 0.0, 1.3, -3.0, 2.8, -1.8
COP(=S)(OC)SCN1C(=O)c2ccccc2C1=O across the screens: 3.4, -8.7, 1.7, 2.9, 0.6, 1.3, -1.8, -2.3, 0.5

Additional entries follow.
SMILES	TPT1 inhibitor	CTSL1 counter	EBNA-1 inhibitor	PP5 primary	Efflux pump mplx	core dimer inh	PREPL inh	ZTA counter	PP1 counter
Cc1cc(OCC(=O)NCC(O)c2ccccc2)c2c3c(c(=O)oc2c1)CCC3 (centres undefined)	3.7	0.3	-0.2	2.9	0.2	-1.5	-8.8	0.2	2.9
CC1CC2(O)c3no[n+]([O-])c3CCC2N1O (centres undefined)	-0.6	6.9	-7.6	-1.3	0.0	-2.5	6.0	-11.1	10.0
COC(=O)C1=C(c2ccc(-c3ccccc3)c(F)c2)C[C@@H]2CC[C@H]1N2C(=O)NCCCOC(C)C	x	x	x	4.9	0.2	x	-29.3	-8.5	5.0
Cn1c(O)c(C(=Nc2ccc(F)cc2)c2ccccc2Cl)c(=O)n(C)c1=O	-3.0	4.3	-1.4	2.8	0.0	1.4	-28.9	-8.5	3.2
O=C(c1ccccc1)c1ccccc1N=Cc1c(O)[nH]c(=O)[nH]c1=O	5.7	4.9	-12.1	3.9	0.0	0.2	0.1	-13.0	-6.2
CC(C)Nc1nc(Cl)nc(NC(C)C)n1	-2.1	3.6	1.4	1.1	-0.1	-10.8	7.6	-8.3	-5.5
COc1ccc(/C=C/C2=CCN(C)CC2)cc1	-1.5	-1.5	-5.3	-1.4	0.0	-6.8	11.9	-9.9	-0.5
Cc1ccc(CN2C3CCCC2CC(NC(=S)NCc2ccccc2)C3)cc1 (centres undefined)	2.6	-0.6	-3.9	1.2	0.0	-6.8	-47.3	14.7	-0.6
COc1ccc(C(CNC(=O)Cc2ccc(Cl)c(Cl)c2)N2CCCCC2)cc1 (centres undefined)	-1.6	4.0	3.0	1.2	0.2	-4.0	19.4	6.4	0.1
OCC12COC3c4ccccc4C(OC1)N32 (centres undefined)	-0.9	1.0	5.0	-2.7	-0.1	-9.5	9.8	-6.2	-1.8
CCOc1ccc(Cl)cc1CNCCc1ccccc1F	-0.5	-1.7	-8.0	2.8	0.1	-8.5	-29.4	-18.5	-0.5
O=C(N/N=C/c1c(O)n(CCC2=CCCCC2)c(=O)[nH]c1=O)c1ccccc1	-0.2	1.4	-8.4	4.1	0.2	1.1	-0.1	8.4	13.5
CCC1(c2ccc(N)cc2)CCC(=O)NC1=O (centres undefined)	-5.3	-0.9	-4.0	2.0	0.0	-7.0	-3.8	1.3	-3.3

Another view of part of the listing above.
The line under a structure holds: TPT1 inhibitor | CTSL1 counter | EBNA-1 inhibitor | PP5 primary | Efflux pump mplx | core dimer inh | PREPL inh | ZTA counter | PP1 counter
CC1CC2(O)c3no[n+]([O-])c3CCC2N1O (centres undefined)
 : -0.6 | 6.9 | -7.6 | -1.3 | 0.0 | -2.5 | 6.0 | -11.1 | 10.0
COC(=O)C1=C(c2ccc(-c3ccccc3)c(F)c2)C[C@@H]2CC[C@H]1N2C(=O)NCCCOC(C)C
 : x | x | x | 4.9 | 0.2 | x | -29.3 | -8.5 | 5.0
Cn1c(O)c(C(=Nc2ccc(F)cc2)c2ccccc2Cl)c(=O)n(C)c1=O
 : -3.0 | 4.3 | -1.4 | 2.8 | 0.0 | 1.4 | -28.9 | -8.5 | 3.2
O=C(c1ccccc1)c1ccccc1N=Cc1c(O)[nH]c(=O)[nH]c1=O
 : 5.7 | 4.9 | -12.1 | 3.9 | 0.0 | 0.2 | 0.1 | -13.0 | -6.2
CC(C)Nc1nc(Cl)nc(NC(C)C)n1
 : -2.1 | 3.6 | 1.4 | 1.1 | -0.1 | -10.8 | 7.6 | -8.3 | -5.5
COc1ccc(/C=C/C2=CCN(C)CC2)cc1
 : -1.5 | -1.5 | -5.3 | -1.4 | 0.0 | -6.8 | 11.9 | -9.9 | -0.5
